BLM helicase inh: inhibitors of human Bloom syndrome helicase BLM | P54132 | Potency, µM (doses to about 56.1 µM), for the others: at the highest dose activity change, negative = inhibition, most hits filed as inhibitors | recombinant BLM DNA unwinding, fluorescence dequenching | 0.2% of 350,000 active;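 note: plate controls were vehicle for no effect and no enzyme for full effect; nearly all actives have a fitted effect of over 35% in size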
G9a inh: G9a (human) methyltransferase inhibition. G9a H3K9 monomethylation, AlphaScreen, 2 h. 8.8% of 350,000 active. Potency, µM (titrated, usually from 102 µM), for the others: at the highest dose activity, negative = inhibition, usual class: inhibitors; note: % is set by controls: 0 for no effect and ±100 for the full control effect; nearly all actives have a fitted effect of over 75% in size
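Signal arises when biotinylated H3K9 peptide, once monomethylated, bridges streptavidin donor and antibody-captured acceptor beads. Enzyme at 20 nM was preincubated 15 min with test compounds; peptide 500 nM and SAM 20 uM then reacted for 2 h.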
Pol iota inh: inhibitors of human DNA polymerase iota; Q9UNA4; Pol iota fluorescent replication assay, 10 min; Potency, µM (top dose mostly 115 µM), for inactives: top-dose activity, negative = inhibition, hits mostly inhibitors; 1% of 390,000 active
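Pol iota at 10 nM preincubated 15 min with compounds at room temperature; reaction started with fluorescent substrate, 50 nM final. Fluorescence read kinetically at 0 and 10 min; buffer-only wells as negative control.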
Pol beta inh: blocks human DNA polymerase beta activity. P06746. Pol beta primer extension/strand displacement, fluorescence kinetic. Potency, µM (titrated, usually from 114 µM), inactives show top-dose activity change, negative = inhibition, most hits filed as inhibitors. 1.3% of 340,000 active. AID 485314; note: % is set by controls: 0 for no effect and ±100 for the full control effect
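Reaction started by 50 nM substrate onto compound-treated Pol beta (10 nM, 15 min preincubation, room temperature); plates read at 0 min and 10 min. Normalized concentration-effect data fitted by four-parameter Hill equation.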
Apoferritin bind: candidate novel general anesthetic via apoferritin binding. P02791. apoferritin/1-aminoanthracene competitive binding, fluorescence. Potency, µM (series often up to 77.5 µM), for inactives: at the highest dose activity change, negative = displacement, usual class: inhibitors. 0.074% of 350,000 active. AID 485281; note: % is set by controls: 0 for no effect and ±100 for the full control effect; nearly all actives have a fitted effect of over 20% in size
Target sequence (P02791 2-175 limits assumed): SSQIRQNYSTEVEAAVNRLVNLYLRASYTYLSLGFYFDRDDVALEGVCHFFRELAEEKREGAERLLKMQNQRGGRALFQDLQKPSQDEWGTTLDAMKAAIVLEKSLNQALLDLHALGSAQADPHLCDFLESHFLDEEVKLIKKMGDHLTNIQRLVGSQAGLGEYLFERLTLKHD
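10 uM apoferritin + 50% sat. 1-AMA, PBS; cpd 10 min RT; Ex380/Em535 endpoint; normalized to free probe vs complex; 4-param Hill fit; propofol titration as pos. ctrl.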
POLH inh: DNA polymerase eta (human) inhibition; Q9Y253; recombinant Pol eta, fluorescent DNA replication assay; Potency, µM (titrated, usually from 114 µM), inactives show at the top dose activity change, negative = inhibition, hits mostly inhibitors; 1.2% of 390,000 active; AID 588591; note: % is set by controls: 0 for no effect and ±100 for the full control effect
Target sequence (Q9Y253 whole entry, looked up): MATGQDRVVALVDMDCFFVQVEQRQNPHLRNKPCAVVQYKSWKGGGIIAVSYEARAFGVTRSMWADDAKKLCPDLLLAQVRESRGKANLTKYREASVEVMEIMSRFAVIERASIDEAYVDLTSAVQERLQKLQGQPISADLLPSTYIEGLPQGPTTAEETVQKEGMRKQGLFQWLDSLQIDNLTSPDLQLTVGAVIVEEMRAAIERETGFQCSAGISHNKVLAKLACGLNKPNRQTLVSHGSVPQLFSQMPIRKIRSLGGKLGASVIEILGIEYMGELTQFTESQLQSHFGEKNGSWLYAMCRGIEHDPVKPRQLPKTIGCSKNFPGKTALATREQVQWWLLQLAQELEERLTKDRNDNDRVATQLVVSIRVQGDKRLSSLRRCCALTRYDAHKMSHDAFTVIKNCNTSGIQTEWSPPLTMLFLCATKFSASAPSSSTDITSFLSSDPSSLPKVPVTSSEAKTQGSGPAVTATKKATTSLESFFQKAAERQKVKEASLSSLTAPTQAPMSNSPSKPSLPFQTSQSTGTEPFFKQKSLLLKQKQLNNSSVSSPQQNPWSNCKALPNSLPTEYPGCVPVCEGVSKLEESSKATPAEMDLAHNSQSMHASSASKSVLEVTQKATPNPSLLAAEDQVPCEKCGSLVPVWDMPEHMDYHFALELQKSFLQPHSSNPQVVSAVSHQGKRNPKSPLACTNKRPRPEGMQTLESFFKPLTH
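Pol eta (10 nM) was preincubated with compounds for 15 min at room temperature, after which fluorescent replication substrate (50 nM final) was added to start the reaction. Fluorescence was read kinetically at 0 and 10 min.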
Pol kappa inh: blocks human DNA polymerase kappa activity; purified Pol kappa, fluorescent DNA synthesis assay, 10 min; Potency, µM (series often up to 107 µM), for the others: top-dose activity, negative = inhibition, usual class: inhibitors; 0.53% of 400,000 active; note: % is set by controls: 0 for no effect and ±100 for the full control effect
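Inhibition of 10 nM Pol kappa is measured by a fluorescent read-out at 0 and 10 min following addition of 50 nM substrate (final), with a 15-min room-temperature compound preincubation.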
BAZ2B inh: blocks human BAZ2B; Q9UIF8; AlphaScreen BAZ2B-H3K14Ac peptide displacement; Potency, µM (highest dose often 114 µM), inactives show at the highest dose activity change, negative = inhibition, hits mostly inhibitors; 4.4% of 360,000 active; AID 504333; note: % is set by controls: 0 for no effect and ±100 for the full control effect; nearly all actives have a fitted effect of over 60% in size
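Complex of BAZ2B and biotin-H3K14Ac (50 nM apiece) forms over 30 min at RT, then faces library compounds up to 110 uM for another 30 min; AlphaScreen beads added, 20 min dark incubation, luminescence read.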
APEX1 inh: inhibitors of human APE1 endonuclease; P27695; recombinant APE1, TAMRA/BHQ-2 abasic DNA cleavage fluorescence; Potency, µM (top dose mostly 65.8 µM), for the others: at the highest dose activity change, negative = inhibition, hits mostly inhibitors; 0.35% of 350,000 active;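 note: plate controls were vehicle for no effect and reference inhibitor for full effect; nearly all actives have a fitted effect of over 55% in size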
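Endonuclease cleavage of a quenched abasic-site DNA duplex (50 nM) by APE1 (0.75 nM) was tracked by TAMRA dequenching. Compounds were preincubated with enzyme 15 min at room temperature; data normalized to buffer-only and DMSO wells plus NSC13755 control.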
The depositor's hits bear a star; ? = inconclusive; . = not tested or not shown; [ ] = dose if it differs, or a comment. Calls come from the whole dose curve; as a rule, active = well fitted curve in the direction sought with a large enough effect; inconclusive = small, poorly fitted or top-dose-only effect, or another doubt; inactive = no such curve, though single readings can be large; an effect the other way counts as inactive or inconclusive. Potency is the fitted concentration of half-maximal effect. These rows are one share of the data. The share of hits here may be higher or lower than overall.

Each structure is followed by: Pol iota inh	Apoferritin bind	G9a inh	POLH inh	Pol kappa inh	APEX1 inh	BAZ2B inh	BLM helicase inh	Pol beta inh
COC(=O)CSc1nnc(SCc2ccc(Cl)cc2)s1
  -2%	?	-27%	-6%	-16%	-5%	-16%	0%	3%
CC(C)NC(=O)NS(=O)(=O)c1cnccc1NC1CC2CCC1C2 (stereo not drawn)
  4%	21%	-50%[59 µM]	-13%	-6%	4%	11%	3%	-25%
COc1cccc(CNC(=O)CSc2ccc(-c3ccccn3)nn2)c1
  21%	-10%	-5%	5%	-14%	0%	13µM*	-8%	33%
Cc1cc(NC(=O)CSc2nnc(-c3ccco3)n2Cc2ccccc2)no1
  15%	-11%	-4%[59 µM]	-15%	4%	12%	12%	-12%	12%
Cc1ccc(C(=O)Nc2c(N)nc(SCC(=O)NCC3CCCO3)[nH]c2=O)cc1 (stereo not drawn)
  0%	-2%	.	-9%	-15%	-2%	-1%	1%	45%
CCn1c(C)c(CS(=O)(=O)c2ccccc2)[nH]c1=O
  ?	6%	1µM*	4%	-5%	12%	-9%	0%	60%[activator]
COC(=O)c1cc(OC)c(OC)cc1NC(=S)N1CCCCC1
  4%	-5%	.	-9%	2%	0%	-4%	-3%	10%
Cc1ccccc1Cn1c(O)c(N=NC(=S)Nc2ccccc2F)c2ccccc21
  0%	-13%	13µM*	-24%	0%	2%	?	-8%	1%
C=CC[C@H](CC(=O)NCCO)C(=O)N[C@H](COC(=O)[C@H](CC=C)CC(=O)OC(C)(C)C)c1ccccc1
  21%	.	.	-18%	4%	3%	.	.	.
Cc1cc(S(=O)(=O)N2CCCC2)ccc1OCC(=O)NCc1ccccn1
  37%[activator]	-11%	11%	-19%	7%	22%	-2%	1%	40%
NC(=O)c1ccccc1OCC(=O)N1CCC(Cc2ccccc2)CC1
  14%	.	1%[12.7 µM]	-12%	5%	8%	-4%	.	.
Cn1c(SCC(=O)NCc2ccco2)nc2ccccc2c1=O
  26%	-8%	8%[0.0925 µM]	-2%	-10%	12%	0%	0%	39%
CC1CCN(CCCC(=O)c2ccc(F)cc2)CC1
  .	-4%	-41%[12.7 µM]	.	2%[19.4 µM]	1%	.	1%	.
O=c1c2c3c(sc2n(Cc2cc(=O)n4ccccc4n2)c(=O)n1-c1ccccc1)CCC3
  3%	-4%	-5%[59 µM]	-3%	1%	.	-1%	-4%	-2%
CN(C)S(=O)(=O)c1ccc(N2CCCC2)c(C(=O)NCCc2ccc(F)cc2)c1
  2%	-13%	23%	-4%	-19%	-17%	-5%	-3%	?
COc1cc(C(=O)NC2CC3CCCC(C2)N3CC(=O)Nc2ccccc2)cc(OC)c1OC (stereo not drawn)
  16%	-9%	7%[12.7 µM]	-9%	-2%	-2%	-1%	-2%	3%
Cc1cc(NC(=O)COC(=O)CCCOc2ccc(Cl)cc2C)no1
  7%	-9%	-7%[59 µM]	1%	-24%	11%	14%	-4%	19%
O=C(NCCc1c[nH]c2ccccc12)c1cc(S(=O)(=O)N2CCCCC2)ccc1N1CCOCC1
  8%	-11%	-8%	-13%	-9%	1%	-9%	-1%	?
Cn1cc(-c2nc3cnc(N4CCNCC4)nc3n(CCc3ccccc3)c2=O)c2ccccc21
  .	.	10%[0.501 µM]	.	-12%[60.1 µM]	-3%	.	-13%	.
O=C(O)c1ccc(CSCc2ccccc2F)o1
  3%	-9%	10%[12.7 µM]	0%	-9%	-8%	4%	-1%	0%

(cont.)
Each structure is followed by: Pol iota inh	Apoferritin bind	G9a inh	POLH inh	Pol kappa inh	APEX1 inh	BAZ2B inh	BLM helicase inh	Pol beta inh
Cc1ccccc1C(=O)NC1CC2CCCC(C1)N2Cc1ccc(Cl)cc1 (stereo not drawn)
  -5%	-2%	.	1%	8%	1%	12%	1%	37%
O=C(CNC(=O)c1ccc(Br)o1)NCC1CCCCC1
  -20%	.	4%[12.7 µM]	-7%	-5%	-7%	17%	.	.
COc1ccc(C2=NOC(C(=O)NC(C)(C)C)C2)cc1 (stereo not drawn)
  -2%	-9%	14%	-8%	-2%	-3%	4%	1%	20%
COc1ccc(CN2CCN(CC(O)Cn3c4ccccc4c4ccccc43)CC2)cc1 (stereo not drawn)
  71%[activator]	-4%	-15%[59 µM]	?	3%[60.1 µM]	-7%	?	0%	-12%
COc1ccc(C(=O)Nn2cnnc2)c(OC)c1
  -8%	-1%	2%	-5%	-5%	2%	3%	0%	0%
Cn1nccc1C(=O)Nn1cnnc1
  9%	-4%	-70%	-3%	-5%	6%	-4%	-2%	16%
CCn1c(SCC(=O)Nc2ccc(OCc3ccccc3)cc2)nnc1-c1ccco1
  -1%	?	?	-13%	-17%	?	-31%	-5%	10%
Nc1nc(-c2ccccc2)c(-c2ccccc2)n1N
  18%	-14%	49%[activator]	-11%	-10%	-4%	-19%	-1%	57%
Cc1cc(NC(=O)CSc2ccc3nnc(-c4ccccc4)n3n2)no1
  ?	6%	?	0%	1%	5%	2%	-13%	1%
COc1ccc(CCNC(=O)c2cnn(-c3ccc(F)cc3)c2C2CCN(C(=O)OC(C)(C)C)CC2)c(OC)c1
  16%	?	-44%[59 µM]	-11%	-3%	.	-6%[57.1 µM]	-2%	9%
Cc1[nH]c2ccccc2c1C(=O)CN1CCC2(CC1)OCCO2
  13%	-6%	0%[59 µM]	-3%	0%	-2%	-3%	3%	5%
CCCCNC(=S)N(C)/N=C/c1ccc(OCc2ccc(C(=O)OC)cc2)c(OC)c1
  17%	-16%	4%[59 µM]	-4%	-13%	-2%	-8%	-2%	14%
CC(C)Oc1ccccc1OCCN(C)C
  19%	22%	13µM*	-20%	-14%	0%	45µM*	1%	5%
Cc1cc(NC(=O)Nc2ccc(Cl)cc2)n(C(C)(C)C)n1
  22%	6%	13%	-17%	-14%	5%	-2%	-5%	9%
COc1ccc(-c2ccc3c(c2)S(=O)(=O)c2cccc(C(=O)N4CCN(c5ccc(Cl)cn5)CC4)c2C3=O)cc1OC
  34%[activator]	.	.	7%	-3%	-13%	.	.	.
O=C(Nc1ccc([N+](=O)[O-])cc1)c1cc(-c2ccccn2)nc2c(Cl)cccc12
  166%[activator]	-4%	-2%	-9%	-3%	-4%	-5%	-6%	10%
CCN(CC(=O)Nc1ccc(NC(C)=O)cc1)C(=O)c1cc(S(=O)(=O)N2CCCCCC2)ccc1OC
  18%	.	-43%	-10%	4%	40%	3%	.	.
CN(C)/C=C(/C(=O)c1ccc(F)cc1)S(=O)(=O)c1ccc(F)cc1
  -1%	-11%	6%[59 µM]	-1%	-16%	19%	-8%	-13%	33%
O=C(/C=C\Nc1ccccn1)c1ccccc1
  -8%	-13%	1%	-21%	-8%	3%	9%	0%	-10%
CCn1c(COc2ccc(C)cc2)nnc1SCC(=O)Nc1cc(OC)ccc1OC
  17%	97%[activator]	?	-19%	-10%	-3%	-29%	-2%	-1%

Copied from the list:
Cc1ccccc1C(=O)NC1CC2CCCC(C1)N2Cc1ccc(Cl)cc1 (stereo not drawn) in POLH inh: 1%
Cc1cc(NC(=O)CSc2ccc3nnc(-c4ccccc4)n3n2)no1 in BLM helicase inh: -13%

Following part:
Each structure is followed by: Pol iota inh	Apoferritin bind	G9a inh	POLH inh	Pol kappa inh	APEX1 inh	BAZ2B inh	BLM helicase inh	Pol beta inh
Cc1ccc(-n2nc(C(=O)N3CCN(c4ccc(F)cc4)CC3)c(=O)n(C)c2=O)cc1
  20%	-2%	-25%[59 µM]	0%	-2%[60.1 µM]	.	-16%	-1%	4%
COc1ccc([C@H]2CC(=O)C=C(C#CC(C)(C)C)C2)cc1
  2%	.	-7%[2.33 µM]	-23%	-13%	-4%	3%	.	.
C/C(=N\NC(=O)c1ccc(N/N=C(\C)c2ccc(O)cc2)cc1)c1ccc(O)cc1
  -4%	1%	.	-17%	5%	18%	?	-12%	2%
Cc1cc(C)c2c(=O)cc(CSc3nnc(-c4ccccc4)n3C)[nH]c2c1
  6%	-11%	23%[59 µM]	-12%	-8%[60.1 µM]	.	2%	1%	-10%
C/C(=C\c1ccccc1)CN(C)CCN(C)C
  .	-8%	56µM*	.	.	-1%	-2%	0%	19%
O=C(COC(=O)c1cccnc1Cl)NCC1CCCO1 (stereo not drawn)
  128%[activator]	-1%	-8%	-12%	-11%	3%	-12%	1%	16%
COc1cccc(CN2CC(C(=O)NC3(c4ccccc4)CC3)CCC2=O)c1 (stereo not drawn)
  25%	-4%	4%	-22%	1%	12%	-3%	-2%	9%
CCN1CCN(C(=O)CCc2nc3ccccc3c(=O)[nH]2)CC1
  5%	-11%	-33%	4%	-9%	0%	4%	0%	-2%
O=S(=O)(Nc1cccc(-c2cn3cccnc3n2)c1)c1ccc(-c2ccccc2)cc1
  ?	-11%	.	-14%	-19%	1%	?	-4%	-14%
O=C(O)c1cnn2c1NC(c1ccc(F)cc1)CC2C(F)(F)F (stereo not drawn)
  6%	30%	-51%	6%	-9%	-5%	10%	-5%	-16%
Cc1nc2cccnc2n1-c1cccc(C(=O)NCc2cccc(Cl)c2)c1
  -1%	-14%	-5%[59 µM]	-8%	-14%	.	-11%	-1%	58%
Cc1cccc(Nc2nnc(C)c(=O)n2N)c1
  -7%	-9%	?	-9%	-7%	-7%	-20%	1%	12%
COCCNc1cc(C)nc2cc(-c3ccc(C)cc3)nn12
  55%[activator]	-3%	41%	-20%	-6%	-1%	11%	-7%	?
CN1CCCN(C(=O)c2cccc(Br)c2)CC1
  -1%	-12%	.	-21%	2%	10%	-2%	-5%	6%
Cc1cc(/C=C2/C(=O)N(C)C(=S)N2C)c(C)n1C1CC1
  10%	-15%	79µM*	-9%	-1%	4%	?	-4%	-7%
O=C(C[n+]1ccc(/C=N/O)cc1)NC(=O)Nc1ccccc1
  20%	.	?	-9%	-6%	6%	-1%	.	.
NC(=Nc1ccc(N)cc1)C(N)=Nc1ccc(N)cc1
  43%[activator]	-13%	?	0%	-1%	0%	5.6µM*	-1%	?

Not a retest: two of the compounds above.
Each structure is followed by: Pol iota inh	Apoferritin bind	G9a inh	POLH inh	Pol kappa inh	APEX1 inh	BAZ2B inh	BLM helicase inh	Pol beta inh
Cc1ccc(-n2nc(C(=O)N3CCN(c4ccc(F)cc4)CC3)c(=O)n(C)c2=O)cc1
  20%	-2%	-25%[59 µM]	0%	-2%[60.1 µM]	.	-16%	-1%	4%
COc1ccc([C@H]2CC(=O)C=C(C#CC(C)(C)C)C2)cc1
  2%	.	-7%[2.33 µM]	-23%	-13%	-4%	3%	.	.
